BioA inh: blocks M. tuberculosis BioA enzyme activity. purified M. tuberculosis BioA enzyme, plate reader. inhibition, % at 9.99 µM. 360,000 compounds, 0.096% hits; in the data active = inhibition above about 40%
* = called active by the depositor. These rows are one share of the data; the hit share may differ from the screen's.

CO[C@H]1CN(C)C(=O)c2ccc(NC(C)=O)cc2OC[C@@H](C)N(S(C)(=O)=O)C[C@@H]1C
  BioA inh = 2.2

CN(C)C(=O)c1ccc(-c2ccc([C@H]3[C@H]4CN(C(=O)C5CCC5)CCCCN4[C@H]3CO)cc2)cc1
  BioA inh = -1.3

O=C(C[C@@H]1C=C[C@H](NC(=O)C2CCC2)[C@@H](CO)O1)NCc1ccccc1Cl
  BioA inh = -5.9

CO[C@@H]1CN(C)C(=O)c2cc(NC(=O)C3CCOCC3)ccc2OC[C@@H](C)N(C(=O)C2CCOCC2)C[C@H]1C
  BioA inh = 5.9

CCCC#Cc1ccc2c(c1)O[C@@H](CN(C)CC1CC1)[C@@H](C)CN([C@@H](C)CO)S2(=O)=O
  BioA inh = 3.1

C[C@@H]1CN([C@H](C)CO)C(=O)c2cc(NC(=O)CCC(F)(F)F)ccc2O[C@@H](C)CCCCO[C@H]1CN(C)S(=O)(=O)c1ccc(F)cc1
  BioA inh = -2.8

COc1ccc(CN(C)C[C@@H]2OCCCC[C@H](C)Oc3ccc(NS(=O)(=O)c4cn(C)cn4)cc3C(=O)N([C@@H](C)CO)C[C@H]2C)cc1
  BioA inh = 8.7

O=C(N[C@H]1CC[C@H](CCNS(=O)(=O)c2ccccc2)O[C@@H]1CO)c1cnccn1
  BioA inh = -0.1

CO[C@H]1CN(C)C(=O)c2ccc(NS(C)(=O)=O)cc2OC[C@@H](C)N(CCC(F)(F)F)C[C@@H]1C
  BioA inh = -4.0

Cc1cc(C(=O)Nc2cccc3c2O[C@H](CN(C)Cc2ccc(C(=O)Nc4ccccc4N)cc2)[C@@H](C)CN([C@@H](C)CO)C3=O)n(C)n1
  BioA inh = 0.5

COc1cccc(CNC(=O)[C@H]2[C@H](CO)[C@H]3Cn4c(cccc4=O)[C@@H]2N3C(=O)C2CCCCC2)c1
  BioA inh = 1.8

COc1ccccc1S(=O)(=O)N[C@@H]1CC[C@@H](CCNC(=O)C2CCCC2)O[C@@H]1CO
  BioA inh = -5.8

Cc1noc(C)c1NC(=O)N(C)C[C@H]1OCCCC[C@@H](C)Oc2ccc(N(C)C)cc2C(=O)N([C@@H](C)CO)C[C@H]1C
  BioA inh = 1.7

CC(C)C#Cc1cnc2c(c1)C(=O)N([C@H](C)CO)C[C@H](C)[C@@H](CN(C)S(=O)(=O)c1cn(C)cn1)O2
  BioA inh = -0.5

C[C@@H](O)C#Cc1cnc2c(c1)C(=O)N([C@@H](C)CO)C[C@H](C)[C@H](CN(C)Cc1cccc(F)c1)O2
  BioA inh = -0.8

CCCC(=O)Nc1ccc2c(c1)C(=O)N(C)[C@@H]1CC[C@H](CC(=O)NCc3ccccc3Cl)O[C@@H]1CO2
  BioA inh = -1.8

O=C(CC1CC1)Nc1ccc2c(c1)[C@H]1C[C@@H](CC(=O)NC3CCCC3)O[C@H](CO)[C@H]1O2
  BioA inh = -0.9

C[C@@H]1CN([C@H](C)CO)C(=O)c2cc(C#CCN(C)C)cnc2O[C@H]1CN(C)Cc1ccc(F)cc1
  BioA inh = 0.0

COc1cccc(S(=O)(=O)N[C@H]2C=C[C@@H](CC(=O)NC3CCC3)O[C@H]2CO)c1
  BioA inh = 0.8

O=C(C[C@@H]1CC[C@H]2[C@@H](COC[C@@H](O)CN2C(=O)c2cccnc2)O1)NCc1ccccc1
  BioA inh = -1.0

O=C(c1ccncc1)N1CC[C@@H]2[C@H](CO)Nc3ccc(Br)cc3[C@@H]21
  BioA inh = 104.3*

COc1ccc(S(=O)(=O)Nc2cccc3c2O[C@H](CN(C)Cc2ccc4c(c2)OCO4)[C@H](C)CN([C@@H](C)CO)C3=O)cc1
  BioA inh = -0.6

CC=Cc1ccc2n(c1=O)C[C@@H]1[C@@H](CO)[C@H](C(=O)NC3CCCC3)N(Cc3ccncc3)[C@H]21 (mixture of isomers)
  BioA inh = -1.7

COc1ccc(NC(=O)N(C)C[C@H]2Oc3ccc(NS(=O)(=O)c4cccs4)cc3C(=O)N([C@H](C)CO)C[C@H]2C)cc1
  BioA inh = -1.6

COc1cccc(NC(=O)N2C[C@@H](O)COC[C@H]3O[C@@H](CC(=O)NCCCN4CCOCC4)CC[C@@H]32)c1
  BioA inh = -1.2

C[C@H](CO)N1C[C@H](C)[C@@H](CN(C)Cc2ccccc2)Oc2ncc(/C=C/c3ccccc3)cc2C1=O
  BioA inh = -0.5

COCC(=O)N(C)C[C@@H]1Oc2ncc(-c3ccc(C)cc3)cc2C(=O)N([C@H](C)CO)C[C@H]1C
  BioA inh = -1.5

COc1ccc(S(=O)(=O)Nc2cccc3c2O[C@H](CN(C)Cc2ccc(C(=O)O)cc2)[C@@H](C)CN([C@@H](C)CO)C3=O)cc1
  BioA inh = -1.5

C[C@H](CO)N1C[C@H](C)[C@H](CN(C)S(=O)(=O)c2ccc(Cl)cc2)OCCCC[C@H](C)Oc2ccc(NS(=O)(=O)c3ccccc3)cc2C1=O
  BioA inh = -4.9

N#C[C@@H]1[C@H](c2ccc(-c3ccccc3F)cc2)[C@H](CO)N1C(=O)C1CCC1
  BioA inh = -1.7

Cc1noc(C)c1S(=O)(=O)Nc1ccc2c(c1)CC(=O)N([C@H](C)CO)C[C@@H](C)[C@H](CN(C)Cc1ccccc1)O2
  BioA inh = -1.8

O=C(C[C@H]1CC[C@@H]2[C@H](COC[C@H](O)CN2C(=O)c2ccc(F)cc2)O1)Nc1ccc(-c2ccccc2)cc1
  BioA inh = 1.5

C[C@H](CO)N1C[C@H](C)[C@@H](CN(C)S(=O)(=O)c2ccccc2)Oc2ncc(C#CCN(C)C)cc2C1=O
  BioA inh = 0.7

COc1ccc(NC(=O)Nc2ccc3c(c2)C(=O)N([C@@H](C)CO)C[C@@H](C)[C@@H](CN(C)Cc2ccc(C(=O)O)cc2)OCCCC[C@@H](C)O3)cc1
  BioA inh = 1.6

O=C(N[C@@H]1C=C[C@@H](CC(=O)N2CCN(c3ccccc3)CC2)O[C@@H]1CO)c1ccccc1
  BioA inh = -1.9

O=C(C[C@@H]1CC[C@H]2[C@@H](COC[C@@H](O)CN2Cc2ccc(Cl)cc2)O1)NCCc1ccccc1
  BioA inh = -0.4

CCCN1C[C@H](C)[C@H](OC)CN(C)C(=O)c2ccc(NC(=O)C3CCOCC3)cc2OC[C@H]1C
  BioA inh = -3.8

CCS(=O)(=O)N1CCCCN2[C@H](CO)[C@@H](c3ccc(C#Cc4ccccc4OC)cc3)[C@H]2C1
  BioA inh = -3.1

Cc1noc(C)c1NC(=O)Nc1cccc2c1O[C@@H](CN(C)Cc1ccc(C(=O)O)cc1)[C@@H](C)CN([C@H](C)CO)C2=O
  BioA inh = 2.4

O=C(Nc1ccc2c(c1)OCO2)N[C@H]1CC[C@@H](CCNC(=O)C2CCC2)O[C@H]1CO
  BioA inh = -1.0

C[C@H](CO)N1C[C@H](C)[C@@H](CN(C)S(=O)(=O)c2ccc(F)cc2)Oc2ccc(NC(=O)Cc3cn(C)c4ccccc34)cc2CC1=O
  BioA inh = -1.5

C[C@H](CO)N1C[C@H](C)[C@H](CN(C)Cc2cccc(F)c2)Oc2cc(-c3ccccc3)ccc2S1(=O)=O
  BioA inh = -2.1

CC(C)NC(=O)N(C)C[C@@H]1Oc2ccc(NC(=O)Nc3ccccc3)cc2C(=O)N([C@H](C)CO)C[C@@H]1C
  BioA inh = -1.6

C[C@H](CO)N1C[C@H](C)[C@H](CN(C)CC2CCCCC2)OCCCC[C@H](C)Oc2ccc(NC(=O)Nc3ccccc3)cc2C1=O
  BioA inh = -0.1

COc1ccc(CN(C)C[C@H]2OCCCC[C@H](C)Oc3ccc(NC(=O)CCC(F)(F)F)cc3C(=O)N([C@H](C)CO)C[C@H]2C)cc1
  BioA inh = 2.2

CO[C@H]1CN(C)C(=O)c2ccc(NC(=O)C3CCOCC3)cc2OC[C@@H](C)N(Cc2cccnc2)C[C@@H]1C
  BioA inh = -0.6

CCS(=O)(=O)Nc1ccc2c(c1)C(=O)N(C)C[C@@H](OC)[C@@H](C)CN(C(=O)C1CC1)[C@@H](C)CO2
  BioA inh = -0.6

COc1ccc(NC(=O)Nc2cccc3c2O[C@@H](CN(C)S(=O)(=O)c2cn(C)cn2)[C@@H](C)CN([C@@H](C)CO)C3=O)cc1
  BioA inh = 2.2

CC(C)C#Cc1cnc2c(c1)C(=O)N([C@@H](C)CO)C[C@@H](C)[C@H](CN(C)C(=O)Nc1cc(F)ccc1F)O2
  BioA inh = 2.7

CCC(=O)N1[C@H](CO)[C@@H](c2ccccc2)[C@H]1CN(C(C)C)S(C)(=O)=O
  BioA inh = -3.7

The last 3 compounds of the section above lead into the next.
COc1ccc(NC(=O)Nc2cccc3c2O[C@@H](CN(C)S(=O)(=O)c2cn(C)cn2)[C@@H](C)CN([C@@H](C)CO)C3=O)cc1
  BioA inh = 2.2

CC(C)C#Cc1cnc2c(c1)C(=O)N([C@@H](C)CO)C[C@@H](C)[C@H](CN(C)C(=O)Nc1cc(F)ccc1F)O2
  BioA inh = 2.7

CCC(=O)N1[C@H](CO)[C@@H](c2ccccc2)[C@H]1CN(C(C)C)S(C)(=O)=O
  BioA inh = -3.7

COc1ccc(S(=O)(=O)Nc2ccc3c(c2)C(=O)N([C@@H](C)CO)C[C@@H](C)[C@@H](CN(C)Cc2ccc4c(c2)OCO4)O3)cc1
  BioA inh = 3.8

O=C(NC[C@@H]1[C@H](c2ccccc2)[C@@H](CO)N1C(=O)Cc1cccnc1)C1CC1
  BioA inh = -0.7

CCC(=O)N1C[C@@H](C)[C@@H](OC)CN(C)C(=O)c2ccc(NC(=O)c3ccc(F)cc3)cc2OC[C@@H]1C
  BioA inh = 1.0

C[C@H]1CN([C@@H](C)CO)S(=O)(=O)c2ccc(-c3cccc(C(=O)N(C)C)c3)cc2O[C@H]1CN(C)C(=O)Nc1ccc(F)cc1
  BioA inh = 0.7

O=C(Nc1ccccc1F)N[C@@H]1CC[C@H](CCNS(=O)(=O)c2ccccc2)O[C@H]1CO
  BioA inh = 1.1

C[C@H](CO)N1C[C@H](C)[C@H](CN(C)CC2CC2)Oc2c(NS(=O)(=O)c3ccccc3)cccc2C1=O
  BioA inh = 5.5

C[C@@H]1CCCCO[C@@H](CN(C)C(=O)CCC(F)(F)F)[C@@H](C)CN([C@H](C)CO)C(=O)c2cc(NC(=O)c3ccccc3)ccc2O1
  BioA inh = 0.3

C[C@H]1CN([C@@H](C)CO)C(=O)c2cccc(N(C)C)c2O[C@H]1CN(C)C(=O)Nc1ccc2c(c1)OCO2
  BioA inh = -1.5

C[C@@H]1CCCCO[C@@H](CN(C)CC2CC2)[C@@H](C)CN([C@H](C)CO)C(=O)c2cc(NC(=O)NC3CCCCC3)ccc2O1
  BioA inh = -0.8

COc1ccccc1-c1ccc2c(c1)[C@H]1[C@H](CCN1S(=O)(=O)c1ccccc1F)[C@@H](CO)N2
  BioA inh = -0.4

C[C@@H]1CN([C@H](C)CO)C(=O)Cc2cc(NC(=O)Nc3ccc(C(F)(F)F)cc3)ccc2O[C@H]1CN(C)C(=O)NC1CCCCC1
  BioA inh = -0.1

COc1ccc(CN(C)C[C@H]2OCCCC[C@H](C)Oc3ccc(NC(=O)Nc4ccccc4)cc3C(=O)N([C@@H](C)CO)C[C@@H]2C)cc1
  BioA inh = 7.4

CCCN(C)C[C@H]1Oc2ncc(-c3cccnc3)cc2C(=O)N([C@@H](C)CO)C[C@@H]1C
  BioA inh = -1.8

C[C@@H]1CN([C@H](C)CO)C(=O)c2cc(NS(=O)(=O)c3ccccc3)ccc2O[C@@H](C)CCCCO[C@@H]1CN(C)Cc1ccc(C(F)(F)F)cc1
  BioA inh = 2.5

Cc1ccc(-c2cnc3c(c2)C(=O)N([C@@H](C)CO)C[C@@H](C)[C@@H](CN(C)C)O3)cc1
  BioA inh = -1.9

O=C(C[C@@H]1C[C@@H]2c3cc(NC(=O)NC4CCCC4)ccc3O[C@@H]2[C@@H](CO)O1)NCc1ccc(-c2ccccc2)cc1
  BioA inh = -0.2

O=C(C[C@H]1C=C[C@@H](NC(=O)C2CCC2)[C@H](CO)O1)NCCCN1CCOCC1
  BioA inh = -4.7

C[C@H](CO)N1C[C@H](C)[C@H](CN(C)C)Oc2cc(C3=CCCC3)ccc2S1(=O)=O
  BioA inh = 0.1

COc1ccc(S(=O)(=O)N(C)C[C@@H]2Oc3cc(C4=CCCC4)ccc3S(=O)(=O)N([C@H](C)CO)C[C@@H]2C)cc1
  BioA inh = 0.0

C[C@H]1CN([C@@H](C)CO)C(=O)c2cc(C#CCN(C)C)cnc2O[C@H]1CN(C)C(=O)c1ccc2c(c1)OCO2
  BioA inh = -3.6

C[C@H](CO)N1C[C@H](C)[C@@H](CN(C)Cc2ccc3c(c2)OCO3)Oc2c(NC(=O)Nc3ccc(F)cc3)cccc2C1=O
  BioA inh = -0.1

C[C@H](NC(=O)[C@H]1[C@H](CO)[C@H]2Cn3c(ccc(-c4cccnc4)c3=O)[C@H]2N1C)c1ccccc1
  BioA inh = 1.6

Cc1ccc(S(=O)(=O)N(C)C[C@@H]2Oc3c(NC(=O)Nc4ccc5c(c4)OCO5)cccc3C(=O)N([C@@H](C)CO)C[C@H]2C)cc1
  BioA inh = -3.1

C[C@@H]1CCCCO[C@H](CN(C)C(=O)Cc2ccccc2)[C@H](C)CN([C@H](C)CO)C(=O)c2cc(NS(=O)(=O)c3cccs3)ccc2O1
  BioA inh = 0.0

COc1ccc(NC(=O)N(C)C[C@@H]2Oc3ccc(NS(=O)(=O)c4cccs4)cc3C(=O)N([C@@H](C)CO)C[C@@H]2C)cc1
  BioA inh = -0.2

Ordered by count of non-hydrogen atoms (highest first): 3 of the compounds above
C[C@H](CO)N1C[C@H](C)[C@@H](CN(C)Cc2ccc3c(c2)OCO3)Oc2c(NC(=O)Nc3ccc(F)cc3)cccc2C1=O
  BioA inh = -0.1

C[C@H](CO)N1C[C@H](C)[C@H](CN(C)CC2CC2)Oc2c(NS(=O)(=O)c3ccccc3)cccc2C1=O
  BioA inh = 5.5

COc1ccccc1-c1ccc2c(c1)[C@H]1[C@H](CCN1S(=O)(=O)c1ccccc1F)[C@@H](CO)N2
  BioA inh = -0.4

Following part.
CCC(=O)N[C@@H]1CC[C@@H](CCNC(=O)Nc2ccc(C(F)(F)F)cc2)O[C@@H]1CO
  BioA inh = 1.8

COc1cccc(-c2ccc([C@@H]3[C@@H](CO)N4CCCCN(C(=O)Cc5ccncc5)C[C@H]34)cc2)c1
  BioA inh = -3.2

Cc1ccccc1-c1cnc2c(c1)C(=O)N([C@@H](C)CO)C[C@@H](C)[C@H](CN(C)Cc1cccnc1)O2
  BioA inh = -0.4

COc1ccc(C#Cc2ccc3c(c2)O[C@H](CN(C)C(=O)Nc2cccc(OC)c2)[C@H](C)CN([C@@H](C)CO)S3(=O)=O)cc1
  BioA inh = -2.1

Screening data: PubChem, Broad Institute
